Screens as filed in PubChem BioAssay.
KCNQ1 block = inhibitors of human KCNQ1 potassium channel. 310,000 compounds, 1.3% hits. CHO-K1 KCNQ1, FluxOR thallium flux fluorescence; active compounds read high. AID 2642. P51787. B-score at 10 µM;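 active = compounds whose thallium flux B-score, printed positive for inhibition, exceeds three library SD while starting fluorescence stays within three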;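 note: channel opened by potassium depolarization with thallium stimulus after 20 min compound exposure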
Target sequence (P51787 whole entry, looked up): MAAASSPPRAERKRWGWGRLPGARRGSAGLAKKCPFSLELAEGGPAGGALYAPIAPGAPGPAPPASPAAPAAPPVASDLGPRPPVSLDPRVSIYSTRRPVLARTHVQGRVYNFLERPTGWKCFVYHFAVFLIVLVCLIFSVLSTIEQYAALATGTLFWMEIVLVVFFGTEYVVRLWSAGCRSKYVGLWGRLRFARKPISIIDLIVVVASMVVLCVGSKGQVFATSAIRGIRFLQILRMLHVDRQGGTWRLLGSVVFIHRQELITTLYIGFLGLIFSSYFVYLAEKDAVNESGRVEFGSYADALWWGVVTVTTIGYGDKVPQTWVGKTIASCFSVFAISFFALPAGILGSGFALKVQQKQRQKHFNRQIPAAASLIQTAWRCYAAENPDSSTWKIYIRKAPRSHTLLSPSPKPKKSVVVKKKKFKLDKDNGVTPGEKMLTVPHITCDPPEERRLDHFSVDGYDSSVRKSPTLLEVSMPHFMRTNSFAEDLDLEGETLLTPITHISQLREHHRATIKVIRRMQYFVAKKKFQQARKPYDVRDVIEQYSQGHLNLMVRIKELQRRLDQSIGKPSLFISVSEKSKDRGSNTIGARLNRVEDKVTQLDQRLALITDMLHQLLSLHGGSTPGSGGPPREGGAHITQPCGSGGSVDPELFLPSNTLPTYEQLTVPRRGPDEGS
KCNK9 block = blocks the human KCNK9 two-pore domain potassium channel; Q9NPC2; HEK293 KCNK9, FluxOR thallium flux fluorescence; active compounds read low; B-score at 10 µM; 310,000 compounds, 1.2% hits; AID 488922;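 active = ratio B-score over 3 SD below the library mean, with starting fluorescence within 5 SD of its mean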;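 note: negative B-score means less thallium flux so channel inhibition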
Dyrk1A ADPGlo = inhibitors of rat Dyrk1A kinase. Q63470. ADP-Glo luminescence, NFATc1 peptide. inhibition, % at 12.5 µM. 310,000 compounds, 0.43% hits. AID 504441; in the data active = inhibition above about 50%;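 note: plate controls were vehicle with enzyme for no effect and no enzyme for full effect; many of its hits are not listed in these tables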
TMEM16A act = mouse TMEM16A channel activation, primary screen | HEK293 TMEM16A/YFP-H148Q/I152L, iodide quench fluorescence; active compounds read low | 340,000 compounds, 0.3% hits | AID 623877 | B-score at 10 µM;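 active = fluorescence-ratio B-score plate-corrected deviation score at least 3 library SD below zero, with starting fluorescence score within 5 deviations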;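 note: channel opened by trigger with iodide after compound preincubation; score built on the fluorescence ratio of max minus min over baseline; more negative score means more quench and so TMEM16A activation or potentiation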
KCNQ1 act = human KCNQ1 channel potentiation or activation; CHO-K1 KCNQ1, thallium flux FluxOR fluorescence; active compounds read high; B-score at 10 µM; 310,000 compounds, 0.35% hits; AID 2648;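 active = fluorescence ratio B-score, a plate-corrected score, at least three library SD, with initial intensity B-score within 5 SD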
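Doses: Single concentration per compound, DMSO matched to controls | Test system: KCNQ1-transfected CHO-K1 cells | Timing: 90 min dye loading and 20 min compound exposure, both at room temperature | Measured by: Kinetic FluxOR thallium fluorescence, 10-s 1-Hz baseline, 110-s post-stimulus read | Medium: Assay buffer with matched DMSO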
TRPC4 PAM = allosterically enhances the mouse TRPC4 cation channel; 310,000 compounds, 0.42% hits; AID 2227; B-score at 10 µM; HEK293 TRPC4beta/mu-opioid, DAMGO EC20, Fluo-4 Ca2+ flux; active compounds read high;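 active = B-score of calcium response area above 5 SD of library B-scores, with initial fluorescence ratio within 5 SD of library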;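 note: B-score of integrated fluorescence ratio over time as area under calcium response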
KCNK3 block = human KCNK3 channel inhibition, primary screen; B-score at 10 µM; 340,000 compounds, 0.84% hits; CHO-KCNK3 thallium flux, FluxOR fluorescence; active compounds read low;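 active = B-score under library mean minus 4 SD, starting fluorescence ratio at most library mean plus 5 SD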;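 note: more negative B-score means stronger inhibition of thallium flux through KCNK3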
Target sequence (O14649 whole entry, looked up): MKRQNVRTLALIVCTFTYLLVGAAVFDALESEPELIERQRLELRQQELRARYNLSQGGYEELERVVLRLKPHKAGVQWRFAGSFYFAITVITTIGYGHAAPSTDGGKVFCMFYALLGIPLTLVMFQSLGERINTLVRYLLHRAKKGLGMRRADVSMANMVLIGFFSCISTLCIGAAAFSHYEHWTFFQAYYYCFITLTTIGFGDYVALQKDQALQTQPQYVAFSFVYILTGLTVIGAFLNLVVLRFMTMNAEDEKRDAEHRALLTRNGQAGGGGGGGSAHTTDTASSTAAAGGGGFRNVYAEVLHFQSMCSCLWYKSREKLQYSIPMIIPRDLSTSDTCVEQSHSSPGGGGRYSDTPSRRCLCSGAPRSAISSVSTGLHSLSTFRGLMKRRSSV
HDAC3 inh = inhibitors of human histone deacetylase 3; O15379; recombinant HDAC3, fluorogenic peptide/trypsin coupled, fluorescence; inhibition, % at 8.3 µM; 320,000 compounds, 0.15% hits; AID 2718; in the data active = inhibition above about 26%, passing the limit was not always enough
hERG rescue = compounds protecting human hERG from proarrhythmic drug block | CHO-hERG, FluxOR thallium flux, dofetilide IC70 present | 310,000 compounds, 0.51% hits | AID 1511 | Q12809 | activation (rescue from dofetilide block), less the hit threshold, % at 10 µM;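 active = activation above the mean of controls blocked by dofetilide plus 5 SD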;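 note: thallium influx through hERG after potassium depolarization seen as dye fluorescence rise; in these data hits start at about 4.7%; inactives centre near -7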
TRPC4 act = opens the mouse TRPC4 cation channel | HEK293 TRPC4beta/mu-opioid, Fluo4 calcium fluorescence; active compounds read high | 310,000 compounds, 0.49% hits | B-score at 10 µM | Q9QUQ5;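 active = B-score above 5 SD of library B-scores, and initial fluorescence ratio not above library mean plus 5 SD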;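 note: positive B-score marks a calcium rise read as TRPC4 activation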
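System: HEK293 cells stably co-expressing mouse TRPC4beta and mu-opioid receptor; Schedule: Fluo4 dye loading 45 min at room temperature, 110 s recording; Detection: Fluo4 fluorescence, kinetic; Evaluation: B-scored integrated calcium fluorescence ratio; Controls: buffer (low) and maximal DAMGO (high).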
TMEM16A inh = blocks the mouse calcium-activated chloride channel TMEM16A; Q8BHY3; 310,000 compounds, 1.2% hits; normalized B-score (activity score, 25-100; higher = stronger inhibition) at 10 µM; HEK293 TMEM16A/YFP iodide influx fluorescence, ionomycin;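 active = ratio plate-corrected score three or more library SD toward inhibition, starting fluorescence score within five deviations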;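 note: score derived from kinetic fluorescence span divided by baseline fluorescence per well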
Active calls of the source: *; i = inactive; . = no result given.

SMILES	KCNQ1 block	KCNK9 block	Dyrk1A ADPGlo	TMEM16A act	KCNQ1 act	TRPC4 PAM	KCNK3 block	HDAC3 inh	hERG rescue	TRPC4 act	TMEM16A inh
COC(=O)c1cnn(-c2nc(OC)cc(OC)n2)c1C	i	i	4	i	i	i	i	-7	-8	i	i
Cc1cccc(C)c1NC(=O)CN(C)C(=O)c1cccc(S(=O)(=O)N2CCN(c3ccc(F)cc3)CC2)c1	i	i	.	i	i	i	i	-3	-14	i	i
O=C(c1ccco1)N1CCN(C(=O)c2ccccc2NS(=O)(=O)c2ccc(F)cc2)CC1	i	i	-2	i	i	i	i	-1	-11	i	i
Cc1ccc(C(=O)N(Cc2cccnc2)Cc2cc3cc(C)ccc3n3nnnc23)cc1	i	i	-4	i	i	i	i	-1	-4	i	i
Cc1c(C(N)=O)sc2ncn(CC(=O)N3CCC(C)CC3)c(=O)c12	i	i	4	i	i	i	i	-4	-12	i	i
Cn1c(=O)c2cc(NCc3ccccc3)nnc2n(C)c1=O	i	i	1	i	i	i	i	9	-2	i	i
CC1CCC(C(C)C)C(OC(=O)Cn2c(-c3ccc(Cl)cc3)[n+](C)c3ccccc32)C1 (configuration not stated)	10*	-12*	8	i	i	i	-11*	4	-36	i	i
Cc1noc(NS(=O)(=O)c2ccc(NC(=O)CCn3c(=O)oc4ccccc43)cc2)c1C	i	i	1	i	i	i	i	.	-7	i	i
COc1ccc(C(=O)NNC(=O)C(=O)NC(C)c2ccccc2)cc1OC (configuration not stated)	i	i	-6	i	i	i	i	2	-8	i	i
Cc1ccc(NC(=O)CN(c2ccc(Cl)cc2)S(=O)(=O)c2cc([N+](=O)[O-])ccc2Cl)c(C)c1	i	-14*	-8	i	i	i	-15*	5	-7	i	i
N#Cc1sc(NCc2cccc(Cl)c2)nc1Cl	i	i	-3	i	i	i	i	0	-9	i	i
COc1ccccc1N1CCN(C(=O)c2noc(C(C)C)c2[N+](=O)[O-])CC1	i	i	-1	i	i	i	i	3	-9	i	i
Cc1ccccc1N1CCN(C(=O)c2ccccc2NC(=O)C2CC=CCC2C(=O)O)CC1 (configuration not stated)	i	i	1	i	i	i	i	.	-6	i	i
CC(NC(=O)c1ccc(Br)cc1)c1ccccc1 (configuration not stated)	i	i	-3	i	i	i	i	-1	-11	i	i
COc1ccc(CNC(=O)Cn2nc(C(F)(F)F)c(Br)c2C)cc1	i	i	4	i	i	i	i	-2	-1	i	i
CCOc1ccc(Cc2nnc(SCC(=O)c3ccc(OC)cc3)o2)cc1	i	i	-18	i	i	i	i	-7	-2	i	i
C=C(C)C(=O)Nc1cccnc1Oc1ccc(F)cc1F	i	i	0	i	i	i	i	-4	-4	i	i
Cc1ccc(N(C)S(=O)(=O)c2cccc(C(=O)Nc3nc4ccccc4[nH]3)c2)cc1	i	i	20	i	i	i	i	-4	-7	i	i
O=C(CN1CCCCC1)Nc1ccc(NC(=O)c2ccc(Cl)cc2)cc1Cl	i	i	3	i	i	i	i	4	-7	i	i
Cc1ccc(S(=O)(=O)N2CCCCC2)cc1NC(=O)COC(=O)c1c(F)cccc1F	i	i	-5	i	i	i	i	0	-11	i	i
O=C(CCc1nnc(-c2ccc3c(c2)OCO3)o1)NC(c1ccccn1)C(F)(F)F (configuration not stated)	i	i	3	i	i	i	i	7	-8	i	i
CCOC(=O)c1cc(-c2ccccc2)n(CC(=O)O)c1C	.	.	-1	i	.	.	i	-5	.	.	i
COc1cc(CCC(=O)OCC(=O)Nc2ccc(C(N)=O)cc2)cc(OC)c1OC	i	i	-5	i	i	i	i	0	-12	i	i
COc1cc(OC)cc(C(=O)n2nc(C)cc2C)c1	i	i	-8	i	i	i	i	17	-1	i	i
O=C(CN1CCN(S(=O)(=O)c2ccc(F)cc2)CC1)Nc1ccc2c(c1)OCO2	i	i	5	i	i	i	i	-7	-3	i	i
CCCc1cc(=O)oc2cc(OCC(=O)Nc3ccc(S(N)(=O)=O)cc3)ccc12	i	i	3	i	i	i	i	0	-3	i	i
COc1cc2c(cc1NC(=O)CSc1ccc(Cl)cc1)oc1ccccc12	i	i	0	i	i	i	i	2	-12	i	i
Cc1cc(F)ccc1N1CCC(N2CCN(C(C)C)C(CCO)C2)CC1 (configuration not stated)	i	i	3	i	i	i	i	-4	-9	i	i
CCc1cccc(NS(=O)(=O)c2ccc3c(c2)NC(=O)C(C)S3)c1 (configuration not stated)	i	i	5	i	i	i	i	3	-14	i	i
Cc1cc(C2CCCCC2)n(O)c(=O)c1	.	.	-5	i	.	.	i	6	.	.	i

As entered above.
Value for `CCOc1ccc(Cc2nnc(SCC(=O)c3ccc(OC)cc3)o2)cc1` under hERG rescue: -2
Value for `Cc1ccccc1N1CCN(C(=O)c2ccccc2NC(=O)C2CC=CCC2C(=O)O)CC1` (configuration not stated) under Dyrk1A ADPGlo: 1

The listing continues.
SMILES	KCNQ1 block	KCNK9 block	Dyrk1A ADPGlo	TMEM16A act	KCNQ1 act	TRPC4 PAM	KCNK3 block	HDAC3 inh	hERG rescue	TRPC4 act	TMEM16A inh
CCN(CC)S(=O)(=O)c1ccc(N2CCOCC2)c(C(=O)O)c1	i	i	-3	i	i	i	i	-1	-6	i	i
Cc1c(Cl)cccc1NC(=O)C1CCN(c2cnccn2)CC1	i	i	-7	i	i	i	i	1	-10	i	i
CCC(=O)NC(=S)Nc1c(C)cc(Br)cc1C	i	i	0	i	i	i	i	-6	-3	i	i
CCCCCCCCC1CC(C(=O)Nc2ccccc2)C(=O)O1 (configuration not stated)	i	i	9	i	i	i	i	18	-5	i	i
CCc1ccc(NC(=O)C(=O)NCCOc2ccccc2Cl)cc1	i	i	0	i	i	i	i	12	-11	i	i
O=C(CCCc1c[nH]c2ccccc12)N1CCN(S(=O)(=O)c2cccs2)CC1	i	i	6	i	i	i	i	0	-15	i	i
O=[N+]([O-])c1cc(/C=N/O)ccc1Oc1ccccc1Cl	i	i	61*	i	i	i	i	.	-15	i	i
Cc1cc([N+](=O)[O-])nn1CC(=O)NCc1ccccc1	i	i	.	i	i	i	i	1	-5	i	i
C[N+]1=C(/C=C/Nc2ccccc2Cl)C(C)(C)c2ccccc21	i	i	-3	i	i	i	i	.	-14	i	i
O=C(CCn1c2c(c3ccccc31)CCCC2)NNC(=O)c1cccc([N+](=O)[O-])c1	i	i	2	i	i	i	i	5	-11	i	i
O=C(CSc1nccn1Cc1ccco1)Nc1ccc(F)cc1	i	i	.	i	i	i	i	-3	-6	i	i
Cc1ccc(Cl)cc1NC(=O)N(C)CCO	i	i	1	i	i	i	i	-6	-2	i	i
CCc1ccc(N(CC(=O)NC)S(C)(=O)=O)cc1	i	i	4	i	i	i	i	4	-6	i	i
COc1ccc(-c2cc3nc(C)c(CCC(=O)NC(C)CCc4ccco4)c(C)n3n2)c(OC)c1 (configuration not stated)	i	i	-8	i	i	i	i	1	-8	i	i
Cc1ccc(S(=O)(=O)N2CCN(C(=O)CN3C(=O)NC4(CCOc5ccccc54)C3=O)CC2)cc1 (configuration not stated)	i	i	-4	i	i	i	i	1	-2	i	i
CN(C)CCn1c(C(=O)Nc2ccccc2)cc2ccccc21	i	i	-2	i	i	i	i	4	-13	i	i
CC1CCN(C(=O)CCCOc2ccc(Cl)cc2)CC1	i	i	9	i	i	i	i	-1	-10	i	i
Cc1cc(C)nc(/N=C(/NC(=O)Nc2cccc(Cl)c2)Nc2ccccc2)n1	i	i	-7	i	i	i	i	-3	-6	i	i
CC(=O)c1cccc(OCc2cc(C(=O)N3CCSCC3)no2)c1	i	i	-2	i	i	i	i	2	-9	i	i
CCCCC(=O)Nc1cccc(-c2nc3ncccc3o2)c1C	i	i	4	i	i	i	i	-10	-6	i	i
Cc1ccc(Cn2c(SCCN3CCOCC3)nc3c2c(=O)n(C)c(=O)n3C)cc1	i	i	6	i	i	i	i	-5	-10	i	i
Cc1c(Br)c([N+](=O)[O-])nn1CC(=O)N1CCc2ccccc2C1	i	i	5	i	i	i	i	5	-7	i	i
CC(NS(=O)(=O)/C=C/c1ccccc1)C(=O)O (configuration not stated)	i	i	-9	i	i	i	i	3	-12	i	i
Cc1noc(C)c1C(=O)N1CCCC(C(=O)c2cccc(OC(C)C)c2)C1 (configuration not stated)	i	i	-2	i	i	i	i	5	-16	i	i
Cc1cccc(C)c1NC(=O)CN(C)CC(=O)Nc1sc2c(c1C(N)=O)CCC2	i	i	11	i	i	i	i	-4	-16	i	i
COc1ccccc1N1CCN(CC(=O)c2c(N)n(C)c(=O)n(C)c2=O)CC1	i	i	4	i	i	i	i	0	-9	i	i
Cc1ccc(S(=O)(=O)N2CCN(C(=O)COC(=O)CNC(=O)c3ccccc3)CC2)c(C)c1	i	i	1	i	i	i	i	0	-14	i	i
CCS(=O)(=O)Nc1cccc(-c2cn3c(n2)SCC3)c1	i	i	3	i	i	i	i	2	-8	i	i
CCCCN(C(=O)CCCc1nc2ccccc2c(=O)[nH]1)c1c(N)n(CCCC)c(=O)[nH]c1=O	i	i	-1	i	i	i	i	3	-11	i	i
CCCCCNC(=O)CSC1=N/C(=C\c2ccc(Cl)c(Cl)c2)C(=O)N1CC	i	i	4	i	i	i	i	0	-4	i	i
CSc1ccccc1NC(=O)N1CCC(CO)(CC2CCCCO2)CC1 (configuration not stated)	i	i	1	i	i	i	i	-5	-10	i	i
Cc1cccc(NCC(=O)N/N=C/c2cccc(Br)c2)c1	i	i	0	i	i	i	i	6	3	i	i
O=C(CN1C(=O)NC2(CCCc3ccccc32)C1=O)N1CCCCC1 (configuration not stated)	i	i	-22	i	i	i	i	-2	-14	i	i
O=C(NNC(=O)C1CC(c2cccs2)=NO1)Nc1ccc(Cl)cc1 (configuration not stated)	i	i	-3	i	i	i	i	3	-10	i	i
COc1ccc(N=CC2=C(O)c3ccccc3C2=O)cc1	i	i	11	i	i	i	i	1	-5	i	i
O=C(c1ccc(Br)cc1)N(Cc1nc2ccccc2c(=O)[nH]1)C1CCCC1	i	i	24	i	i	i	i	8	-2	i	i

An excerpt from above, showing only hERG rescue and TRPC4 act:
mol | hERG rescue | TRPC4 act
Cc1cccc(NCC(=O)N/N=C/c2cccc(Br)c2)c1 | 3 | i
O=C(CN1C(=O)NC2(CCCc3ccccc32)C1=O)N1CCCCC1 (configuration not stated) | -14 | i

Not all compounds are listed (hit frequency here may not be typical).
